# p53ts 39C kill: p53ts cell cytotoxicity, nonpermissive temperature. actives 1.5% (n = 130,000). AID 902. H1299-p53A138V viability at 39C, ATP luminescence, 24 h. Potency, µM (highest dose often 46.1 µM), inactives show top-dose activity change, negative = cell killing, actives largely listed as cytotoxic; further: nearly all actives have a fitted effect of over 55% in size
# IkB sig inh: IkB pathway inhibition in ABC-DLBCL cells; ABC-DLBCL IkBa-CBG/CBR dual luciferase ratio, 4 h; response scale: scaled: untreated 0%, proteasome inhibitor 100%; actives 0.04% (n = 110,000); AID 445; Potency, µM (highest dose often 57.1 µM), inactives show top-dose IkBa stabilization activation; active means well fitted curve in the direction sought with a large enough effect in the signal ratio, not every such curve was filed as active; inconclusive means small, poorly fitted or top-dose-only effect, or a change in a side signal; the % refers to the signal ratio;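 further: the direction sought is a rising ratio; 0% = basal untreated cells and 100% = reference inhibitor full response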
#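 Luminescence ratio of IκBα-fused green versus native red beetle luciferase in OCI-Ly3 cells, 4 h post-doxycycline with compound; red signal alone, scaled from basal (0%) to zero light (-100%), flagged nonspecific or cytotoxic effects.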
# p53ts 32C tox: cytotoxicity in p53ts cells at permissive temperature. actives 0.93% (n = 130,000). Potency, µM (doses to about 46.1 µM), without a hit: at the top dose activity change, negative = cytotoxicity, actives largely listed as cytotoxic. H1299-p53A138V at 32C, ATP luminescence viability, 24 h;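 further: 0% = DMSO and -100% = full killing by reference compound; nearly all actives have a fitted effect of over 55% in size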
#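 Cells: H1299 p53ts (A138V), 600/well, pre-incubated 16–30 h at 37C. Cpd up to 46 uM, 24 h, 32C. Readout: ATPlite luminescence, 20 min RT. Normalization: DMSO vs tamoxifen 100 uM. AC50 by Hill equation.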
# Imprint erasure: induces erasure of genomic imprints in mouse ES cells; mouse ES Peg3-LacZ reporter, beta-gal luminescence, 40 h; Potency, µM (highest dose often 60.7 µM), for the others: top-dose activity change, positive = activation, hits mostly activators; actives 0.02% (n = 110,000);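 further: 0% = negative control wells on the plate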
#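 Each well holds 300 Peg3LacZ-Neo (maternal) female ES cells incubated 40 h at 37C, 5% CO2. LacZ is measured by BetaGlo luminescence, with AC50 and maximum efficacy derived from dose-response curves.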
# Active calls of the source: *; ? = inconclusive; nt = not tested or not shown; [ ] = dose if it differs, or a comment. Unless noted, the call rests on the fitted dose curve; in most records, active means well fitted curve in the direction sought with a large enough effect; inconclusive means small, poorly fitted or top-dose-only effect, or another doubt; inactive means no such curve, though single readings can be large; an effect the other way counts as inactive or inconclusive. Unless noted, on the % scale 0 is the no-effect control and ±100 the full control effect; potency means the concentration at half of the fitted maximal effect.
SMILES,p53ts 39C kill,IkB sig inh,p53ts 32C tox,Imprint erasure
Cc1ccc(NS(=O)(=O)c2cc(C(=O)N3CCN(C)CC3)ccc2C)cc1,2%,2.8%,8%,-8%
COCCCNC(=O)CSc1nc2c(sc3ccccc32)c(=O)n1CCc1ccc(OC)c(OC)c1,-9%,-1.0%,6%,-7%[10.9 µM]
COCCNc1nc(-c2ccc(C(=O)N(C)C)cc2)nc2ccccc12,?,-0.5%[11.4 µM],?,-14%
Cc1ccc(CCNC(=O)C2CCN(S(=O)(=O)N3CCC4(CC3)OCCO4)CC2)cc1,-7%,-1.1%,1%,3%
Cc1cc2oc(=O)cc(CN3CCC(C)CC3)c2cc1Cl,5%,-0.4%,-15%,1%
COCCNC(=O)c1snc2ccc(Cl)cc12,-5%,0.1%,8%,-7%
Cc1cc(Cl)ccc1OCCCC(=O)N1CCN(C(=O)c2ccco2)CC1,-9%,1.3%,4%,-1%
O=C(Cn1nnc(-c2ccccc2-n2cnnn2)n1)NCc1ccccc1,0%,-0.6%,4%,-12%
CC(C)COc1ccc(-c2nonc2NC(=O)c2ccc(F)cc2)cc1,4%,-2.0%,-11%,-15%[10.9 µM]
O=C(NCc1ccco1)c1ccc(CS(=O)(=O)Cc2ccc(Cl)cc2)o1,5%,4.7%,-3%,-10%
Cc1c(NC(=O)c2ccccc2)c(=O)n(-c2ccccc2)n1C,35%,nt,4%,nt
CN(C)C(=O)N1CCC(C(=O)NCc2cccs2)CC1,-2%,2.2%,2%,4%
COc1ccc(Br)cc1CNC(=O)CCc1nc(-c2ccc(C)cc2)no1,8%,1.0%,-15%,-12%
Cc1nc2c(c(C)c1CCC(=O)Nc1ccc(F)cc1)c(=O)n(C)c(=O)n2C,-3%,?,-4%,-6%[10.9 µM]
CCn1nnnc1SCC(=O)N1CCCc2ccccc21,17%,nt,11%,nt

# An excerpt from above, showing only p53ts 39C kill, IkB sig inh and Imprint erasure.
Molecule | p53ts 39C kill | IkB sig inh | Imprint erasure
Cc1cc(Cl)ccc1OCCCC(=O)N1CCN(C(=O)c2ccco2)CC1 | -9% | 1.3% | -1%
Cc1cc2oc(=O)cc(CN3CCC(C)CC3)c2cc1Cl | 5% | -0.4% | 1%

# (further entries)
SMILES,p53ts 39C kill,IkB sig inh,p53ts 32C tox,Imprint erasure
CCc1ccccc1NC(=O)CCCN1C(=O)COc2ccc(C)cc21,-8%,?,11%,-11%[10.9 µM]
CC(C)n1c(SCC(=O)Nc2nc3c(s2)CCCC3)nc2c1c(=O)n(C)c(=O)n2C,-17%,nt,1%,nt
CCn1c(SCC(=O)N2CC(=O)Nc3ccccc32)nnc1-c1ccoc1C,17%,0.5%,2%,-1%
CCOC(=O)C1CCCN(CCC(C)c2ccccc2)C1 (stereo unspecified),12%,1.5%,0%,-15%
CCCC12CN3CC(CCC)(CN(C1)C3c1c[nH]c3ccccc13)C2=O (stereo unspecified),2%,?,23%,21%[10.9 µM]
COc1ccc(C)cc1NS(=O)(=O)c1cnc(N)nc1,?,-0.4%,2%,4%[10.9 µM]
CCOc1cc(CNC(=O)c2ccc(Cn3c(=O)c4cccn4c4cccnc43)cc2)ccc1OC,-2%,-0.8%,2%,-7%[10.9 µM]
CCn1nnnc1SCC(=O)Nc1ccc2c(c1)OCO2,8%,nt,4%,nt
CCOc1ccc(C(=O)NCCS(=O)(=O)N2CCN(c3cccc(Cl)c3)CC2)cc1,34%,-1.3%,0%,-11%[10.9 µM]
CC(=O)N1c2ccc(S(=O)(=O)NCC3CCC(C(=O)Nc4cccc(C)c4)CC3)cc2CC1C (stereo unspecified),-3%,?,0%,-11%[10.9 µM]
CCOC(=O)NC1CCS(=O)(=O)C1 (stereo unspecified),-19%,-0.5%,-6%,2%
COc1cc(CN2CCN(C(=O)CC(C)C)CC2)cc(OC)c1OC,-6%,1.9%,-9%,-7%
CN(Cc1ccco1)c1ncncc1-c1ccccc1Cl,-4%,1.2%[11.4 µM],7%,-32%[inhibitor]
COc1ccc(NS(=O)(=O)c2ccc(NC(=O)C(C)(C(F)(F)F)C(F)(F)F)cc2)nn1,6%,-0.8%,5%,-8%
O=C(CN1C(=O)NC2(CCCCCCC2)C1=O)N1CCOCC1,5%,0.2%,-9%,12%
CC(=O)OC1COC(n2ccc3ccccc32)C(OC(C)=O)C1OC(C)=O (stereo unspecified),9%,1.4%,0%,5%
CCOC(=O)C1CCCN(C(=O)CN2C(=O)C(CC)Oc3ccc(C)cc32)C1 (stereo unspecified),-1%,6.3%,5%,3%
CCCCN(C)c1nnc(NC(=O)Nc2cccc(C(C)=O)c2)s1,-23%,?,-5%,-10%[10.9 µM]
CCn1c(SCC(=O)Nc2cc(C)on2)nc2c(c1=O)SC(C)C2 (stereo unspecified),11%,-2.0%,4%,-8%
Cc1nnc(Oc2ccccc2F)c2ccccc12,-8%,-3.1%,-10%,-10%
Cc1ccc(N2C(=O)CS(=O)(=O)C23C(=O)N(Cc2ccccc2F)c2ccccc23)cc1Cl (stereo unspecified),3%,4.0%,14%,-10%[10.9 µM]
Cc1ccc2c(c1)N(C(=O)CCC(=O)NCc1cccs1)CCO2,-12%,1.9%,3%,-11%[10.9 µM]
CCOC(=O)c1c(Nc2ccc(OC)cc2)nnc(-c2ccccc2)c1-c1ccccc1,-22%,?,8%,-16%[10.9 µM]
O=C1c2ccccc2-c2ncnc3c(N4CCOCC4)cc(N4CCOCC4)c1c23,-13%,-4.8%,-6%,0%
Cc1ccc(-n2c(C)c3c(C)nnc(C)c3c2C)cc1,-2%,1.1%,4%,-5%
CCCCc1nnc(NC(=O)C2CCCO2)s1 (stereo unspecified),-1%,1.3%,-7%,-7%
Cc1ccc(NC(=O)CSc2nc(=O)n(CCN3CCOCC3)c3c2CCC3)cc1Cl,19%,?,-4%,-4%[10.9 µM]
CN(C1CCCCC1)S(=O)(=O)c1ccc(NC(=O)CCC(=O)O)cc1,14%,-1.8%,9%,-6%
CCCN1CCN(c2nnc(-n3cccc3C(=O)Nc3cc(Cl)ccc3C)s2)CC1,-4%,-0.8%,5%,5%[10.9 µM]
CSc1ccc(C2CC(=O)Oc3c2c(=O)n(C)c2ccccc32)cc1 (stereo unspecified),12%,?,-7%,-11%[10.9 µM]

# Rewritten field by field: entries from further up
CCCN1CCN(c2nnc(-n3cccc3C(=O)Nc3cc(Cl)ccc3C)s2)CC1
- p53ts 39C kill = -4%
- IkB sig inh = -0.8%
- p53ts 32C tox = 5%
- Imprint erasure = 5%[10.9 µM]
O=C1c2ccccc2-c2ncnc3c(N4CCOCC4)cc(N4CCOCC4)c1c23
- p53ts 39C kill = -13%
- IkB sig inh = -4.8%
- p53ts 32C tox = -6%
- Imprint erasure = 0%

# Other records.
SMILES,p53ts 39C kill,IkB sig inh,p53ts 32C tox,Imprint erasure
O=C(c1c(F)cccc1F)N(Cc1ccccn1)C1CCCC1,2%,0.0%,-5%,-7%
CCCCCC(=O)Nc1ccc(Cl)cn1,-8%,-1.2%,-1%,-2%
Cc1ccc(-n2nc(C(=O)N3CCN(c4cc(C)ccc4C)CC3)c3c4ccccc4n(C)c3c2=O)cc1,7%,-3.1%,6%,9%[10.9 µM]
COc1ccc(NC(=O)C2CCCN(S(=O)(=O)c3ccc(Br)s3)C2)cc1 (stereo unspecified),-16%,?,4%,4%[10.9 µM]
CCOc1ccc(C2C(=O)N(C3CCCCC3)CC(=O)N2Cc2ccccc2OC)cc1OC (stereo unspecified),-22%,-0.4%,6%,-16%[10.9 µM]
CC(=O)N1CCC2(CCCN(Cc3nccs3)C2)CC1,12%,0.5%[11.4 µM],-5%,nt
CC(C)[C@H](N=Cc1ccccc1O)C(=O)O,13%[9.22 µM],-0.8%[11.4 µM],-4%[9.22 µM],1%[10.9 µM]
COc1ccc(CN(C(=O)CSc2nnc(-c3c[nH]c4ccccc34)o2)c2ccc(F)cc2)cc1OC,?,nt,?,nt
COc1ccc2oc(-c3ccccc3)c(OC)c(=O)c2c1,-14%,-3.5%[11.4 µM],2%,-10%
COc1ccc(-c2cc(=O)c3ccccc3o2)cc1,?,nt,?,-74%[inhibitor]
CCOc1ccc(NC(=O)c2cccc3c2C(=O)N(Cc2cccnc2)C3)cc1,?,-0.3%,?,-10%
O=C(Nc1ccccc1-c1nc2ccccc2s1)c1ccc(F)cc1,18%,-7.3%,-13%,-4%[10.9 µM]
Cc1ccc2nc(NC(=O)c3ccc(S(=O)(=O)N4CCC(C)CC4)cc3)sc2c1,-7%,0.1%,-2%,-3%[10.9 µM]
COc1ccc2c(c1)C(NC(C)=O)C(=O)N2C (stereo unspecified),6%,1.5%,6%,-4%
CCOC(=O)c1noc2ncnc(N3CCN(c4cccc(C(F)(F)F)c4)CC3)c12,1%,?,8%,-19%[10.9 µM]
Cc1cccc(NC(=O)c2oc3ccccc3c2NC(=O)Cc2coc3c(C)c(C)ccc23)c1,-25%,3.0%,-10%,-5%[10.9 µM]
COc1cc(/C=C/c2nc3cc(Cl)ccc3c(=O)n2-c2ccc(C)cc2C)cc(OC)c1OC,?,?,14%,-8%[10.9 µM]
CCOC(=O)c1cccc(NC(=O)CCS(=O)(=O)c2ccc(Br)s2)c1,-29%,?,7%,-3%[10.9 µM]
CCOC(=O)c1c(N=CN(C)C)c(C#N)c2n1CCCC2,10%,nt,4%,nt
CCOC(=O)Cn1c(=O)oc2cc(S(=O)(=O)N3CCN(c4ccc(C(C)=O)cc4)CC3)ccc21,-18%,?,-2%,-11%[10.9 µM]
CCn1c(C(=O)NCc2ccccn2)cc2sccc21,10%,nt,2%,nt
Cc1cc(NC(=O)C2CCCC2)nc2c1c(=O)oc1ccccc12,11%,-2.7%,-3%,-8%
CC(C)(C)c1ccc(-c2noc(CCC(N)=O)n2)cc1,?,14%,?,-11%
Cc1c(Cl)cccc1NC(=O)CC(c1cccs1)N1Cc2ccccc2C1=O (stereo unspecified),-23%,3.0%,4%,-4%[10.9 µM]
Cc1cc(N2CCN(C3CCCC3)CC2)n2nc(C)c(-c3ccccc3)c2n1,15%,2.5%,7%,-3%
CCOC(=O)CSc1ccc2nnc(-c3cccnc3)n2n1,10%,1.4%,4%,-8%
COC(=O)c1nc2n(n1)C(c1cc(OC)ccc1OC)C=C(c1ccc(Br)cc1)N2 (stereo unspecified),-47%,?,12%,-11%[10.9 µM]
Cc1ccc(S(=O)(=O)N2CCCC2C(=O)Nc2ccc(O)cc2)cc1 (stereo unspecified),-1%,-0.7%,0%,-1%
COc1cccc(C(=O)Nc2cccc(C(=O)N3CCOCC3)c2)c1,8%,-1.9%,2%,-17%
Cc1csc(NC(=O)C(Cc2ccccc2)n2cccc2)n1 (stereo unspecified),33%[activator],?,-11%,-9%
COc1cc2c(cc1OC)C1(O)C(=O)c3ccc(O)c(C(=O)O)c3OC1CO2 (stereo unspecified),-5%,nt,-6%,-8%
O=C(Cn1c(=O)oc2cc(S(=O)(=O)NCc3ccccc3)ccc21)NCc1ccc(F)cc1,-30%,?,1%,-17%[10.9 µM]
C=CCn1c(=N)c(C(=O)OCC)cc2c(=O)n3cc(C)ccc3nc21,2%,0.9%,-3%,-10%
O=C(NCC1CCCO1)NC12CC3CC(CC(C3)C1)C2 (stereo unspecified),-6%,-2.8%,-1%,-8%
O=C(OCc1cc(Cl)ccc1OC(F)F)c1cc(S(=O)(=O)O)ccc1O,9%,?,3%,-4%
Cc1nc2cccnc2n1C1CCN(C(=O)Nc2ccccc2)CC1,-8%,-2.6%,-4%,1%[10.9 µM]
CCOc1ccccc1NC(=O)Cn1c(=O)n(CCCCC(=O)NCCCOC)c(=O)c2ccccc21,-19%,-1.9%,15%,-7%[10.9 µM]
O=C(c1csnn1)N1CCC2(CCN(Cc3ccccc3)CC2)CC1,-6%,0.5%[11.4 µM],-11%,nt
CCn1c(SCC(=O)Nc2nccs2)nnc1-c1ccc(S(=O)(=O)N2CCCCC2)cc1,-5%,?,7%,-17%
CCCCn1c(CNC(=O)C23CC4CC(CC(C4)C2)C3)nnc1SCC(=O)Nc1ccc(F)cc1,-9%,?,17%,-7%[10.9 µM]
Cc1cccc(NC(=O)CN(C)S(=O)(=O)c2cnc[nH]2)c1C,7%,0.2%,-4%,-4%[10.9 µM]
C=CCN1C(=O)c2ccccc2Sc2ccc(C(=O)N3CCN(C)CC3)cc21,-1%,-0.7%,-5%,-17%
O=C(Nc1ccc(N2CCOCC2)cc1)c1cccc(S(=O)(=O)N2CCCC2)c1,9%,-0.4%,-5%,-13%
Cc1ccc(NC(=O)c2ccc(COc3ccccc3Cl)o2)cc1,14%,3.1%,-2%,-9%[10.9 µM]

# Outcome played no part in choosing rows. Share with any hit: about 1.7%.
